High-throughput results from PubChem BioAssay.
Granule exo inh – LAMP-1 surface exposure blockers, TALL-104 cells – cell-based, flow cytometry, MLPCN library, primary screen. TALL-104 LAMP-1 surface exposure; cells stimulated with thapsigargin and PMA. AID 651702, 2012. inhibition, % at 10 µM. 0.66% of 360,000 active;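 active means inhibition above about 55%, limit read from the data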
HIF-2a inh – HIF-2a reporter inhibitors, primary screen, luminescence, 786-0 RCC cells. 0.72% of 360,000 active. 786-0 RCC cells HIF-2a reporter, luciferase luminescence, overnight. inhibition, % at 18.8 µM;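 active means inhibition of the luminescence signal of 40% or more relative to plate controls, in a single-dose primary screen at 18.75 µM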
NR2E3 ag-1 – NR2E3 agonists in two-hybrid cells, primary screen, cell-based, luminescence, CHO-S, Gal4-NCOR/VP16-NR2E3 | Photoreceptor-specific nuclear receptor (Homo sapiens), Q9Y5X4 | luciferase | inhibition of corepressor binding, % at 3.98 µM | 0.35% of 360,000 active | AID 602229, 2012;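 active means inhibition above the mean of all tested compounds plus 3 SD, cut at about 70% in these data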;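 further: 0% = DMSO with NR2E3 transfected cells and 100% = cells lacking NR2E3 construct; higher means lower luciferase signal from less NR2E3 corepressor binding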
Target sequence (Q9Y5X4 whole entry, looked up, the tested form may be a part): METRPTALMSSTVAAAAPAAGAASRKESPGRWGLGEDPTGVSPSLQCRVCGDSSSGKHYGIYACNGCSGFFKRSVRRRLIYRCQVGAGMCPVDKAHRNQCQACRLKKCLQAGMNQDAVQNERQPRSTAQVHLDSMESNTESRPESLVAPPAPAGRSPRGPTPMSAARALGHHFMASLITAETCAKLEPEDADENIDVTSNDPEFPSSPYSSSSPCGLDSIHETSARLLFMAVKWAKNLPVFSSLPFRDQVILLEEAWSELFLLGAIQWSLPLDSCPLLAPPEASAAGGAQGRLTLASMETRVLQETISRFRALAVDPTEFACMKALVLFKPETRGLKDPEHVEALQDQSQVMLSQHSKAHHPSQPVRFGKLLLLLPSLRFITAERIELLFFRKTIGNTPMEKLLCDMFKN
aDG glyco act – activators of alpha-DG glycosylation, primary screen, uHTS, Pro5-aDG cells, AlphaScreen; alpha-DG glycosylation AlphaScreen (IIH6); 0% Pro5, 100% B10-LARGE cell signal; activation, % at 10 µM; 0.22% of 360,000 active; AID 624168, 2012;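 active means activation of at least 8% versus controls, or a plate z-score of at least 8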;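 further: Pro5 are CHO cells carrying HIG-tagged alpha-DG that lacks glycosylation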
CaV13 FRET inh – Primary screen for inhibitors of IQ motif and Ca2+-dependent inactivation inhibitor domain binding in CACNA1D, Förster resonance energy transfer in living cells, …; HEK cells, CFP/YFP FRET ICDI-IQ, plate reader, 10 min; percent FRET-ratio fall versus neutral wells; inhibition, % at 12.3 µM; 0.098% of 340,000 active; AID 743397;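 active means mean replicate inhibition of at least 30% and at least 1% of replicates passing that level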;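 further: 0% = median of the neutral control wells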
NR2E3 ag-2 – inhibitors of NR2E3-RetCOR corepressor binding, primary screen, NR2E3 agonist project, biochemical, TR-FRET, GST-NR2E3, biotin-RetCOR | Photoreceptor-specific nuclear receptor (Homo sapiens), Q9Y5X4 | 1536-well | inhibition of corepressor binding, % at 4.78 µM | 0.12% of 320,000 active | AID 2300, 2010;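 active means percent inhibition above the cutoff of mean plus 3 SD of all tested compounds, set per screening campaign, cut at about 20% in these data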;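 further: 0% = DMSO wells and 100% = biotin wells as full block of FRET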
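Material – GST-tagged NR2E3 plus biotinylated RetCOR corepressor · Quantity – NR2E3 fusion 1.35 nM · Times – 5 h incubation at 4 °C · Medium – pH 7.5 Tris-based buffer · Technique – TR-FRET, Eu(K)-anti-GST donor, streptavidin-D2 acceptor, ex 340, em 617/671 nm · Benchmarks – high control biotin, low control 0.6% DMSO · Format – 1536-well plates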
Vif imaging – HIV Vif self-association inhibitors, primary screen, imaging, HEK293T, single point; inhibition, % at 7.49 µM; HEK293T cells, Vif self-association by quenched fluorescence, 24 h; AID 602346, 2012; 0.35% of 340,000 active; in the data active means inhibition above about 50%, passing the limit was not always enough; further: some results filed as inactive read as strong as hits
PDI inh – inhibitors of human PDI, primary screen, biochemical, turbidity, single point, plate reader. inhibition, % at 10 µM. AID 588391, 2011. PDI insulin aggregation turbidity, A650, 90 min. 0.052% of 350,000 active;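 active means mean inhibition across replicates of 30% or more, whatever share of single replicates reach that level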;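 further: absorbance from insulin aggregation driven by PDI reduction with DTT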
Target sequence (P07237 whole entry, looked up): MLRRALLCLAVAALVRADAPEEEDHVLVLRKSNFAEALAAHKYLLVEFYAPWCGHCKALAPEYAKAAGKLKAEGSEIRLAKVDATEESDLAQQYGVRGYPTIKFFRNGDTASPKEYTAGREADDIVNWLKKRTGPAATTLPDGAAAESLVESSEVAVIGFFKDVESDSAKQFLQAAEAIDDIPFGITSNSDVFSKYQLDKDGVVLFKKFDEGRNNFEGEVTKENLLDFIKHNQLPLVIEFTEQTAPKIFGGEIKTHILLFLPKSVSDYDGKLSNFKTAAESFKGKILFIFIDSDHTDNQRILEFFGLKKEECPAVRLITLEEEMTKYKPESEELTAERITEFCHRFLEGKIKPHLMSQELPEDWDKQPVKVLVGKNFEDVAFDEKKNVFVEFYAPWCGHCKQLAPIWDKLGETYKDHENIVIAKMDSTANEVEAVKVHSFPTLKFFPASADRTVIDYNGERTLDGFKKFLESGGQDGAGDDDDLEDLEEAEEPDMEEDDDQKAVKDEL
iPSC survival up – enhancers of single-cell hiPSC survival, primary screen, ATPlite luminescence | 100% = ROCK inhibitor wells, 0% = DMSO | survival enhancement, % at 20 µM | 0.044% of 360,000 active; in the data active means survival enhancement above about 18%;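 further: cells exposed to compounds for 16 hours before the ATP read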
Peg3 promoter – Peg3 promoter-driven luciferase inhibitors, primary screen, cell-based, HeLa, luciferase luminescence. HeLa PEG-Prom luciferase reporter, overnight. inhibition, % at 20 µM. 1.7% of 360,000 active. AID 588405, 2011;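 active means inhibition of at least 50% at 20 µM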
TRPM1 prom inh – inhibitors of MITF-dependent TRPM1 promoter reporter, primary screen, cell-based, SK-MEL-5, single point, luciferase | SK-MEL-5 TRPM1 promoter luciferase, 24 h | 0.83% of 330,000 active | AID 488899, 2010 | inhibition, % at 12.5 µM;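 active means mean inhibition across replicates of 60% or more, whatever share of single replicates reaches that level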; further: values of inactives mirror those of a sister screen read the other way
Active calls of the source: *; . = no result given.

A first look, two compounds:
SMILES	Granule exo inh	HIF-2a inh	NR2E3 ag-1	aDG glyco act	CaV13 FRET inh	NR2E3 ag-2	Vif imaging	PDI inh	iPSC survival up	Peg3 promoter	TRPM1 prom inh
O=C(Nc1ccc(-c2nnc3n2CCCCC3)cc1)c1ccco1	0	12	-67	-0.4	-7	1	1	-13	-3.0	10	-9
CCOc1cc(C(=O)NCc2nnc(SCC(=O)OC)n2C)cc(OCC)c1OCC	0	-9	-8	-0.3	-4	1	13	0	-3.1	5	-3

This part in full, previewed entries included:
SMILES	Granule exo inh	HIF-2a inh	NR2E3 ag-1	aDG glyco act	CaV13 FRET inh	NR2E3 ag-2	Vif imaging	PDI inh	iPSC survival up	Peg3 promoter	TRPM1 prom inh
O=C(Nc1ccc(-c2nnc3n2CCCCC3)cc1)c1ccco1	0	12	-67	-0.4	-7	1	1	-13	-3.0	10	-9
CCOc1cc(C(=O)NCc2nnc(SCC(=O)OC)n2C)cc(OCC)c1OCC	0	-9	-8	-0.3	-4	1	13	0	-3.1	5	-3
COc1ccc(NC(=S)N(CCCN2CCCCCC2)Cc2cccs2)cc1	8	8	-26	-0.4	0	2	-2	0	-0.1	-63	-3
O=[N+]([O-])c1ccccc1N=Nc1ccc(O)cc1O	15	-70	23	-0.3	-11	.	-1	-5	-1.0	-75	.
Cc1ccc2scc(CN3CCCC3)c2c1	-5	24	-85	-0.1	-5	-1	-9	-14	-0.7	7	-10
COc1ccc(NC(=O)CCCn2cnc3ccccc3c2=O)cc1	-8	-12	-20	0.1	-20	1	3	5	0.7	-7	3
Cc1cc(=O)cc(C)n1-c1ccc(Br)cc1	5	4	-7	-0.4	5	4	13	-4	2.0	1	6
COC(=O)c1ccc(COc2ccccc2/C=N/NC(=O)c2cccnc2)cc1	2	-62	-20	0.6	-8	2	3	7	-0.8	-105	-43
COc1cccc2c(Nc3ccccc3C)cc(C)nc12	14	26	-14	0.3	-6	2	-3	-2	-0.4	16	4
O=C(CSC1=NCCS1)Nc1nc2c(s1)CCCC2	0	-139	-37	0.1	.	-4	-6	15	0.5	-123	-45
CC(NC(=S)Nc1c(Br)cccc1OC(F)F)C(C)(C)C (stereo unspecified)	-3	24	-10	0.3	-5	-1	2	13	-0.9	-4	-6
O=C(COC(=O)CSc1cc(Cl)ccc1Cl)Nc1ncc(C(F)(F)F)cc1Cl	0	12	-13	-0.1	-5	0	-7	0	3.6	7	3
CN(C)c1ccc(-c2ccnc3c2CC(C)(C(=O)Nc2cccc(N(C)C)c2)O3)cc1 (stereo unspecified)	0	7	14	-0.2	-6	.	6	-15	-1.0	-157	.
Cc1cnc(NC(=O)c2ccc3ncsc3c2)s1	-4	-192	-115	0.0	-6	.	8	-1	-0.2	-185	-45
CCn1c(SCC(N)=O)nnc1-c1ccc(S(=O)(=O)N2CCN(C)CC2)cc1	-12	11	3	-0.3	-4	0	7	4	2.6	9	1
O=C(Nc1ccc(SC(F)F)cc1)C1=COCCO1	-1	-131	-156	0.1	-9	-2	.	-4	-1.8	-216	-62
CCCCN(C(=O)C1CCC1)c1c(N)n(Cc2ccccc2)c(=O)[nH]c1=O	1	0	16	-0.2	-6	-2	-7	-3	4.3	8	-1
C=CCN(c1ccccc1OC)S(=O)(=O)c1cccc(C(=O)OCC(=O)N2CCOCC2)c1	-1	0	21	0.2	-6	.	-2	-3	-0.3	8	-4
CC(Cc1cccs1)N(Cc1ccc(Cl)cc1)C(=O)c1ccncc1 (stereo unspecified)	12	12	-10	0.8	-4	-1	4	-7	-0.6	17	-1
CC(C)C[C@H]1COc2cc(N3CC[C@H](O)C3)ccc2S(=O)(=O)N1	0	2	-4	0.2	-7	.	.	.	0.8	.	.
CCCCCCNS(=O)(=O)c1ccc(Cl)s1	-1	12	-42	-0.2	-6	-2	-18	5	1.2	2	0
Cc1ccc(/C=C/C(=O)O)cc1S(=O)(=O)Nc1ccc2c(c1)OCO2	-1	20	-7	0.3	-3	-5	42	-4	2.6	12	5
Clc1ccc2nc3c4ccccc4cnn3c2c1	-3	-198	-124	0.3	-15	4	.	-10	-3.7	-212	-22
COc1cccc(NC(=O)CN2C(=O)NC3(CCc4ccccc43)C2=O)c1 (stereo unspecified)	2	6	-28	0.1	-2	0	18	-3	-0.3	-10	3
Cc1ccc(S(=O)(=O)NCC(=O)N/N=C/c2ccc(Cl)cc2)cc1	23	14	-6	0.0	-3	-6	-13	5	-1.8	11	-4

13 structures out of the list, arranged by length of the SMILES, rising.
SMILES	Granule exo inh	HIF-2a inh	NR2E3 ag-1	aDG glyco act	CaV13 FRET inh	NR2E3 ag-2	Vif imaging	PDI inh	iPSC survival up	Peg3 promoter	TRPM1 prom inh
Cc1ccc2scc(CN3CCCC3)c2c1	-5	24	-85	-0.1	-5	-1	-9	-14	-0.7	7	-10
Clc1ccc2nc3c4ccccc4cnn3c2c1	-3	-198	-124	0.3	-15	4	.	-10	-3.7	-212	-22
Cc1cnc(NC(=O)c2ccc3ncsc3c2)s1	-4	-192	-115	0.0	-6	.	8	-1	-0.2	-185	-45
O=C(Nc1ccc(SC(F)F)cc1)C1=COCCO1	-1	-131	-156	0.1	-9	-2	.	-4	-1.8	-216	-62
O=[N+]([O-])c1ccccc1N=Nc1ccc(O)cc1O	15	-70	23	-0.3	-11	.	-1	-5	-1.0	-75	.
CC(NC(=S)Nc1c(Br)cccc1OC(F)F)C(C)(C)C (stereo unspecified)	-3	24	-10	0.3	-5	-1	2	13	-0.9	-4	-6
O=C(Nc1ccc(-c2nnc3n2CCCCC3)cc1)c1ccco1	0	12	-67	-0.4	-7	1	1	-13	-3.0	10	-9
COc1ccc(NC(=S)N(CCCN2CCCCCC2)Cc2cccs2)cc1	8	8	-26	-0.4	0	2	-2	0	-0.1	-63	-3
Cc1ccc(S(=O)(=O)NCC(=O)N/N=C/c2ccc(Cl)cc2)cc1	23	14	-6	0.0	-3	-6	-13	5	-1.8	11	-4
COc1cccc(NC(=O)CN2C(=O)NC3(CCc4ccccc43)C2=O)c1 (stereo unspecified)	2	6	-28	0.1	-2	0	18	-3	-0.3	-10	3
CCOc1cc(C(=O)NCc2nnc(SCC(=O)OC)n2C)cc(OCC)c1OCC	0	-9	-8	-0.3	-4	1	13	0	-3.1	5	-3
CCCCN(C(=O)C1CCC1)c1c(N)n(Cc2ccccc2)c(=O)[nH]c1=O	1	0	16	-0.2	-6	-2	-7	-3	4.3	8	-1
C=CCN(c1ccccc1OC)S(=O)(=O)c1cccc(C(=O)OCC(=O)N2CCOCC2)c1	-1	0	21	0.2	-6	.	-2	-3	-0.3	8	-4

(cont.)
SMILES	Granule exo inh	HIF-2a inh	NR2E3 ag-1	aDG glyco act	CaV13 FRET inh	NR2E3 ag-2	Vif imaging	PDI inh	iPSC survival up	Peg3 promoter	TRPM1 prom inh
O=C(Nc1ccnn1C1CCN(CC2CC=CCC2)CC1)c1ccccc1Cl (stereo unspecified)	2	10	2	0.4	-7	4	7	0	-0.4	-3	3
COc1cc(OC)cc(C(=O)NNC(=O)CCNS(=O)(=O)c2ccc(Br)cc2)c1	3	6	12	0.3	-5	.	-2	-13	0.0	-6	6
CN1CCN(S(=O)(=O)c2ccc(Oc3cccc(C(F)(F)F)c3)nc2)CC1	-9	11	-7	0.2	-4	-3	-4	-9	4.6	1	-1
O=C(NNC(=O)c1ccccc1C(=O)O)c1ccc(S(=O)(=O)N2CCCCC2)cc1	0	8	-9	0.1	-5	.	6	11	-0.4	-3	-6
COc1ccc(C(=O)OCC(=O)NC23CC4CC(CC(C4)C2)C3)c(OC)c1OC	-5	-4	-9	0.4	-2	0	-5	-1	-0.3	-1	-7
CCN1C(=O)[C@H]2[C@@H](c3ccc(C)cc3)N[C@]3(CCCN(Cc4ccccc4)C3=O)[C@H]2C1=O	-2	4	-1	0.0	-3	.	.	0	3.5	6	.
Cn1c(SCc2nc3cc(C(=O)O)ccc3c(=O)[nH]2)nnc1C(F)(F)F	0	11	-16	-0.1	-1	0	1	-1	-1.0	5	-20
COCc1cc(C)nc(SCC(=O)Nc2ccc3[nH]c(=O)[nH]c3c2)c1C#N	-8	13	7	-0.2	-2	4	-2	0	0.4	4	-1
CN1CCN(C(CNC(=O)C(=O)Nc2ccc3c(c2)OCO3)c2ccc(F)cc2)CC1 (stereo unspecified)	0	-7	-7	-0.1	-2	0	-6	12	-0.5	0	-14
O=C(CCC(=O)OCC(=O)c1ccc(-c2ccccc2)cc1)Nc1cccc2cccnc12	0	-13	-32	-0.1	.	6	-1	0	-1.0	-12	-9
CCn1c(C)nc2cc(C(=O)OC(C(F)(F)C(F)F)C(F)(F)C(F)F)ccc21	2	-190	-25	2.9	-5	-2	.	0	-0.6	-288	-46
COc1cc([N+](=O)[O-])c2nc(C(=O)O)ccc2c1	-9	7	9	0.2	-5	.	-5	-34	5.3	2	7
CC1=CS(=O)(=O)CC1Sc1nc2ccccc2[nH]1 (stereo unspecified)	-3	2	-9	-0.2	-8	2	7	2	0.5	-6	3
COc1ccc(NC(=O)c2c(NC(=O)CCC(=O)O)sc3c2CCCCC3)cc1	10	-12	-18	-0.3	11	1	-2	-2	-2.3	1	-1
COc1ccc([N+](=O)[O-])cc1N(CC(=O)NCCC1=CCCCC1)S(C)(=O)=O	5	7	1	0.0	-4	1	-2	3	-1.2	23	1
CCOc1ccc(OCC)c(Nc2cc(C)nc3nc(C)nn23)c1	-5	6	-22	2.1	-2	3	-5	.	-0.5	27	14
CN(C(=O)COc1ccc2ccc(=O)oc2c1)C1CCS(=O)(=O)C1 (stereo unspecified)	-6	5	8	1.6	-7	-3	0	0	1.6	4	6
O=c1c2ccccc2nc(/C=C/c2ccc(Br)cc2)n1CCO	6	-41	12	-0.1	-3	2	-11	8	-0.7	-4	.
CCc1cc(=O)oc2cc(C)cc(OCC(=O)N[C@@H](CSCc3ccccc3)C(=O)O)c12	21	1	4	-0.3	.	0	-5	.	-2.1	4	10
CC1CC(NC(=O)c2c(O)nc3sccn3c2=O)CC(C)(C)C1 (stereo unspecified)	-10	19	-14	0.3	-4	-1	-12	2	0.1	13	-6
O=C(COC(=O)C1C2CC3OC(=O)C1C3C2)Nc1ccccc1 (stereo unspecified)	-6	6	-22	-0.1	-7	3	5	-5	-0.3	17	-1
O=C1C2C(C(=O)N1c1ccncc1)C1C=CC2C12CC2 (stereo unspecified)	-6	14	-5	-0.1	-5	3	-9	1	-4.7	4	-7
OCCNc1nc(Nc2ccc(Cl)cc2)nc(N2CCCC2)n1	-5	-10	8	0.0	-5	2	-3	-7	-2.1	1	2
COc1cc2c(cc1NC(=O)c1cccnc1)oc1ccccc12	9	-210	-99	0.1	-6	1	3	-7	5.1	-200	-66
